# Screening results as filed in PubChem.
# AID inh: inhibitors of human activation induced cytidine deaminase | Q9GZX7 | AID deamination FRET fluorescence, UDG-coupled, 4 h | Potency, µM (titrated, usually from 115 µM), inactives show at the top dose activity change, negative = inhibition, most hits filed as inhibitors | 91,000 compounds, 0.32% hits; further: nearly all actives have a fitted effect of over 25% in size
# Target sequence (Q9GZX7 whole entry, looked up): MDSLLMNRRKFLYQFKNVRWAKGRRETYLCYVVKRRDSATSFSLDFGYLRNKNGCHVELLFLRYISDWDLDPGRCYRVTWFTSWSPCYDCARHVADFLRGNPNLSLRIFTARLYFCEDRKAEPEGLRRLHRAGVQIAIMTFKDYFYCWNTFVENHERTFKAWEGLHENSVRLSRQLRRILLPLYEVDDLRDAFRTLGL
# UDG counterscr: blocks uracil-DNA glycosylase in AID counter-screen; AID 1347430; 91,000 compounds, 0.14% hits; Potency, µM (doses to about 115 µM), for the others: at the highest dose activity change, negative = inhibition, usual class: inhibitors; FRET deamination/UDG coupled assay, UDG read, 4 h; further: nearly all actives have a fitted effect of over 65% in size
# * marks the source's active call; other numbers are inactive results; ? = inconclusive; [ ] = another dose, or the depositor's remark. The call rests on the fitted dose curve; in most records, active means well fitted curve in the direction sought with a large enough effect; inconclusive means small, poorly fitted or top-dose-only effect, or another doubt; inactive means no such curve, though single readings can be large; an effect the other way counts as inactive or inconclusive. On the % scale 0 is the no-effect control and ±100 the full control effect; potency means the concentration at half of the fitted maximal effect. This is a subset; count on the stated rates, not on these rows.
SMILES,AID inh,UDG counterscr
CC(=O)c1cc(-c2ccc(F)cc2)n(CCC(=O)NCc2ccc(C)cc2)c1C,-3%,17%
CC1=C(C(=O)Nc2ccc(C)cc2C)C(c2cccs2)n2nc(SCc3cccc(C)c3)nc2N1 (stereo not drawn),8%,-13%
O=C(O)c1cc2c(c(S(=O)(=O)Nc3cc(Cl)ccc3F)c1)CCC2,12%,7%
CCOc1ccc(CCNC(=O)Cn2nnc(-c3ccc(OC)c(OC)c3)n2)cc1OCC,25%,-7%
O=C(NCCOCCO)C(=O)Nc1c2c(nn1-c1ccc(F)cc1)CSC2,14%,3%
Cc1ccc(C)c(Nc2ncnc3onc(C)c23)c1,-6%,-2%
NC(=O)C1(N)CCOCC1,-2%,3%
COc1ccc(C2NC(=O)NC(C)=C2C(=O)Nc2ccccc2)cc1OC (stereo not drawn),1%,-10%
COc1ccc(C(C)=O)cc1CO/N=C/c1ccc(Cl)cc1Cl,-9%,-1%
COC(=O)c1ccccc1NS(=O)(=O)c1ccc2c(c1)CCCN2C(C)=O,-17%,-13%
COC(=O)c1ccc(COC(=O)c2ccc(C(=O)OCc3ccc(C(=O)OC)o3)cc2)o1,-2%,-3%
O=C(COC(=O)CCCc1nc2ccccc2s1)NCc1ccccc1Cl,-18%,-22%
Cc1ccc(NC(=O)NCc2c(-n3cccc3)sc3c2CCCC3)c(Cl)c1,2%,8%
CN(Cc1cccs1)C(=O)C1CCC1,1%,-5%
COc1ccc(C2C(C(=O)Nc3ccccc3)=C(C)Nc3nc(-c4ccccc4)nn32)c(OC)c1 (stereo not drawn),1%,-3%
Clc1ccc(-c2csc(=Nc3ccccc3)n2Cc2ccc3c(c2)OCO3)cc1,-7%,-8%
N#Cc1nc(-c2ccco2)oc1NCc1ccc(F)cc1,-14%,-18%
Cc1ccccc1Cn1cnc(NC(=O)c2cc(S(=O)(=O)N3CCCC3)c(Cl)cc2Cl)n1,-8%,-13%
Cc1ccc(Cn2nc(C)c3cc(C(=O)N4CCN(C(=O)CN5CCOCC5)CC4)sc32)cc1,-2%,6%
O=C(Nc1ccc2oc(-c3cccc(F)c3)nc2c1)c1ccc2ccccc2c1,260%[activator][57.5 µM],18%[57.5 µM]

# Part of the list above, set out differently.
# Order of values: AID inh	UDG counterscr
O=C(NCCOCCO)C(=O)Nc1c2c(nn1-c1ccc(F)cc1)CSC2
  14%	3%
Cc1ccc(C)c(Nc2ncnc3onc(C)c23)c1
  -6%	-2%
NC(=O)C1(N)CCOCC1
  -2%	3%
COc1ccc(C2NC(=O)NC(C)=C2C(=O)Nc2ccccc2)cc1OC (stereo not drawn)
  1%	-10%

# Five entries out of the list, ordered by length of the SMILES, lowest first.
SMILES,AID inh,UDG counterscr
CN(Cc1cccs1)C(=O)C1CCC1,1%,-5%
Cc1ccc(C)c(Nc2ncnc3onc(C)c23)c1,-6%,-2%
COC(=O)c1ccc(COC(=O)c2ccc(C(=O)OCc3ccc(C(=O)OC)o3)cc2)o1,-2%,-3%
Cc1ccccc1Cn1cnc(NC(=O)c2cc(S(=O)(=O)N3CCCC3)c(Cl)cc2Cl)n1,-8%,-13%
CC1=C(C(=O)Nc2ccc(C)cc2C)C(c2cccs2)n2nc(SCc3cccc(C)c3)nc2N1 (stereo not drawn),8%,-13%

# (listing goes on)
SMILES,AID inh,UDG counterscr
Cc1cc2oc(C(=O)NCC(c3cccs3)N3CCOCC3)cc(=O)c2cc1Cl (stereo not drawn),-10%,-5%
Cc1cccc(Cn2c(=O)n(CCCC(=O)NCc3ccccc3Cl)c(=O)c3ccccc32)c1,21%,-8%
O=C(Cn1nc(-c2ccccc2)c2ccccc2c1=O)Nc1cccc(C(F)(F)F)c1,-10%,-7%
COC(=O)Nc1c(C)cccc1C(C)C,1%,-6%
C/C(=N/Nc1cc(C)c2ccccc2n1)c1cccs1,-9%,-1%
CS(=O)(=O)N1CCC(Nc2nc3ccccc3o2)CC1,1%,2%
COc1ccc(C2CC(=O)c3c([nH]c(C(=O)OCCOc4ccccc4)c3C)C2)cc1OC (stereo not drawn),-4%,5%
O=C(NC12CC3CC(CC(C3)C1)C2)c1ccc2c(c1)CCC2,-4%,-2%
CCN(CC)C(=O)C1CCCN(c2ncnc3c2c(-c2ccccc2)cn3-c2cccc(C)c2)C1 (stereo not drawn),?,-15%[57.5 µM]
CCOc1ccc(CCNC(=O)c2ccc(Nc3nc4ccccc4n4nnnc34)cc2)cc1OCC,5%,-14%
COc1ccc(OC)c(-n2nnc(-c3nc(-c4cc(OC)c(OC)c(OC)c4)no3)c2C)c1,-23%,2%
COc1ccc(/C=C/c2nc(C#N)c(N3CCN(C(C)=O)CC3)o2)cc1,-8%,?
O=C(CSc1nc2ccc(NC(=O)c3ccc(F)cc3)cc2s1)NC1CCCCC1,-5%,-5%
O=C(O)C12CC3CC(C1)CC([N+](=O)[O-])(C3)C2,1%,7%
CCOc1ccc(-n2nc3ccc(NC(=O)Cc4ccccc4)cc3n2)cc1,-9%,-22%
Cc1nc(NC(=O)C(C)(C)C)ccc1I,3%,1%
CC(OC(=O)c1ccc2c(c1)NC(=O)CS2)C(=O)NC(C)(C)C (stereo not drawn),8%,6%
Cc1ccc(CNC(=O)c2cccc(-c3cnc4ccccc4c3)c2)cc1,-16%,?
CCSc1ncc(Cl)c(C(=O)N(Cc2ccccc2)Cc2ccco2)n1,?,-18%
Cc1cc(C)cc(NC(=O)Cn2c(=O)n(CC(=O)NCCc3ccccc3)c(=O)c3ccccc32)c1,29%,-5%

# Quoted from the entries so far for reference:
SMILES,AID inh,UDG counterscr
CC(=O)c1cc(-c2ccc(F)cc2)n(CCC(=O)NCc2ccc(C)cc2)c1C,-3%,17%
CC1=C(C(=O)Nc2ccc(C)cc2C)C(c2cccs2)n2nc(SCc3cccc(C)c3)nc2N1 (stereo not drawn),8%,-13%
O=C(O)c1cc2c(c(S(=O)(=O)Nc3cc(Cl)ccc3F)c1)CCC2,12%,7%
CCOc1ccc(CCNC(=O)Cn2nnc(-c3ccc(OC)c(OC)c3)n2)cc1OCC,25%,-7%

# Continuation:
SMILES,AID inh,UDG counterscr
O=C(CSc1ncc2c(n1)-c1cc(Cl)ccc1N(Cc1ccccc1)S2(=O)=O)NCc1ccccc1,246%[activator],-4%
COc1ccc2c(c1)CCC1C2CC[C@@]2(C)C1CC[C@@H]2NCCCCCCN1C(=O)CCC1=O (stereo partly drawn),-16%,-2%
O=C(O)CC1(CC(=O)N2CCC(Cc3ccccc3)CC2)CCCC1,-1%,-2%
CSc1ccc(C=Nc2cccc(Cl)c2C)cc1,2%,0%
Cc1coc2cc3o/c(=N/O)c4c(c3cc12)CCCC4,-16%,-1%
Cc1ccc(NC(=O)Cn2nnc(C(=O)NCc3cccs3)c2N)cc1Cl,1%,-1%
COc1ccc(CCNC(=O)CN(c2ccccc2)S(=O)(=O)N(C)C)cc1,17%,13%
O=[N+]([O-])c1ccccc1/C=C/C=N/Nc1ccc(S(=O)(=O)Nc2ccccc2)cc1[N+](=O)[O-],-25%,-11%
[O-][n+]1c2ccccc2[n+]([O-])c2cc(O)ccc21,24%,-2%
Cc1ccc2c(=O)cc(C(=O)NCC(c3cccs3)N3CCCCCC3)oc2c1 (stereo not drawn),3%,-9%
Cc1ccc(OCc2nc(-c3ccc(C(=O)N4CCN(c5cc(Cl)ccc5C)CC4)cc3)oc2C)cc1,-9%,0%
CCOC(=O)c1nc(NCc2ccc(Cl)cc2)c2c(C)noc2n1,-15%,0%
CN(CC(=O)NCc1ccc(Cl)cc1)S(=O)(=O)c1ccc2[nH]c3c(c2c1)CCCC3,-7%,-19%[57.5 µM]
Brc1cc2c(cc1CSc1ccccn1)OCCO2,-7%,-4%
CCCn1c(SCc2nc(-c3ccccc3OCC)no2)nnc1-c1ccc(Cl)cc1,?,-24%
CCCC(=O)Nc1ccc2oc(-c3ccc(O)c(Br)c3)nc2c1,5%,38%[activator]
NS(=O)(=O)c1ccc(NC(=O)c2csnn2)cc1,63%[activator],10%
Cc1c(CCC(C)C)c(=O)oc2cc(OCCC(C)C)ccc12,-2%,2%
COc1ccc(OCC(=O)Nc2nc(-c3ccc(Br)cc3)ns2)cc1,-5%,-1%[57.5 µM]
CCN(C(=O)c1ccco1)c1nc(-c2ccc(C)cc2)cs1,-2%,-3%
CCCOc1ccc(/C=C/C(=O)Nc2sc(C)c(C)c2C(=O)OCC)cc1OC,5%,-3%
CC(=O)c1ccc(NC(=O)c2nc(-c3ccccc3)n(-c3ccccc3)n2)cc1,?,?
CCOc1ccc(-c2nonc2NC(=O)c2ccc(C)cc2)cc1OCC,-8%,-4%
CC(C)c1ccc(-c2csc(Nc3ccc(S(N)(=O)=O)cc3)n2)cc1,-4%,-7%
Cc1cc(C)cc(NC(=O)CCS(=O)(=O)c2cccc3nsnc23)c1,-3%,2%
COc1ccc(Cl)cc1C(=O)NCC(c1ccc(N(C)C)cc1)N1CCOCC1 (stereo not drawn),-15%,7%
CC(C)(C)C(=O)OCC1CCC[N+]2(C)CCCCC12 (stereo not drawn),9%,-11%
Cc1ccc(CCNC(=O)CN2C(=O)COc3ccc(S(=O)(=O)N4CCCCC4)cc32)cc1,-9%,-1%[57.5 µM]
COC(=O)c1ccc(COC(=O)c2c3c(nc4ccccc24)CCCC3)o1,-2%,-6%
Nc1nc(SCC(=O)NCc2ccccc2Cl)n[nH]1,2%,-1%
CCCCCCOc1ccc(NC(C)=O)cc1,-5%,2%
Cc1ccc(-c2nc3scc(CCNS(=O)(=O)c4ccc(F)c(C)c4)n3n2)cc1,0%,-6%[57.5 µM]
CCc1ccc(-n2c(SCc3cccc(F)c3)nc3[nH]ncc3c2=O)cc1,-13%[57.5 µM],-14%[57.5 µM]
CN(C)S(=O)(=O)c1ccc2c(c1)nnn2CCNC(=O)Nc1ccc(Br)cc1,-6%,6%
CC1CCc2sc(C(=O)OCC(=O)Nc3ccc([N+](=O)[O-])cc3C(F)(F)F)cc2C1 (stereo not drawn),-5%,-2%
O=C(Cn1cc(SCc2ccccc2F)c2ccccc21)N1CCCCCC1,?,-18%
Cc1ccc(NCc2ccccc2-c2nnc(-c3ccccc3Cl)o2)c(C)c1,-7%,9%
COc1ccc(CNC(=O)CSc2nc3ccccc3nc2N2CCCCC2)cc1,-2%,-8%
O=C(OC1CCCCC1)c1cccc(CS(=O)(=O)c2ccccc2)c1,-29%,-3%
O=c1cc(CSc2n[nH]c(-c3ccccc3)n2)nc2sc3c(n12)CCCC3,2%,5%
CN1CCN(C(=O)Cn2ccc3c(Br)cccc32)CC1,1%,-3%
O=C1CCCN1c1cccc(-c2csc(-c3ccsc3)n2)c1,-8%,-9%
O=C(Nc1ccccc1[N+](=O)[O-])C(F)(F)C(F)(F)C(F)(F)F,1%,-3%
CCc1sc(Nc2ccc(Cl)cc2)nc1-c1cc2cccc(OC)c2oc1=O,-13%,1%
COc1ccc(CNS(=O)(=O)c2ccc3c(c2)N(C)CCS3)cc1,-6%,-6%
COC(=O)c1ccc([C@H]2Nc3ccc(S(=O)(=O)Nc4ccc(C)cc4)cc3[C@H]3C=CC[C@H]32)cc1,41%[activator],4%
CC(C)(C)c1ccccc1NC(=O)CSc1ncnc2ccccc12,-11%,-9%
COC(=O)c1[nH]c2ccccc2c1NC(=O)CN1CCCC(C)C1 (stereo not drawn),-10%,1%
CC(C)CNc1nc(-c2ccc3c(c2)CC(C)N3S(C)(=O)=O)cs1 (stereo not drawn),-13%,-10%
Cc1cccc(NC(=O)CCCc2nc3ccccc3o2)c1,-11%,-5%
CC(C)c1ccc(Nc2sc(C(=O)c3ccccc3)c(N)c2S(=O)(=O)c2ccccc2)cc1,-25%,-17%
CC(=O)c1cccc(NC(=O)c2ccc3c(c2)CCN3S(=O)(=O)c2ccccc2)c1,-4%,-5%
CC(C)C(=O)Nc1ccc2[nH]cc(C(C(=O)O)N3CCCCC3)c2c1 (stereo not drawn),5%,2%

# A few values from the results shown.
# Value of `CC(C)c1ccc(-c2csc(Nc3ccc(S(N)(=O)=O)cc3)n2)cc1` in AID inh: -4%
# Value of `CN(Cc1cccs1)C(=O)C1CCC1` in UDG counterscr: -5%
# Value of `Cc1nc(NC(=O)C(C)(C)C)ccc1I` in AID inh: 3%
# Value of `N#Cc1nc(-c2ccco2)oc1NCc1ccc(F)cc1` in AID inh: -14%
# Value of `CC(C)c1ccc(Nc2sc(C(=O)c3ccccc3)c(N)c2S(=O)(=O)c2ccccc2)cc1` in UDG counterscr: -17%
